E coli growth: E. coli V3065 growth inhibition, primary screen, counter-screen for AddAB inhibitor project, absorbance, OD600. 18 h. inhibition, % at 11.9 µM. 330,000 compounds, 0.27% hits;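 active = inhibition above the campaign's mean inhibition across all tested compounds plus 3 SD, cut at about 9.9% in these data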;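 note: uninfected addAB+ strain grown without phage in ampicillin broth; 0% = DMSO wells and 100% = ciprofloxacin 0.95 µg/ml wells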
Tat transport: E. coli Tat export inhibitors, primary screen, MC4100, TorA-mCherry reporter, fluorescence, single point; inhibition, % at 10 µM; 340,000 compounds, 0.036% hits; AID 488895, 2010;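 active = mean replicate inhibition at least 50% and at least half of replicates individually reaching 50%; inconclusive = only one of the two criteria met; inactive = neither criterion met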;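 note: exported cargo escapes ClpAP degradation while cytoplasmic cargo is degraded and loses fluorescence; 0% = median of neutral control wells and 100% = median of NaSCN control wells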
CDK5 p35 inh: inhibitors of human CDK5/p35 kinase, primary screen, biochemical, single concentration; Recombinant CDK5/p35, ADP-Glo luminescence, 60 min; Cyclin-dependent kinase 5 (Homo sapiens) + Cyclin-dependent kinase 5 activator 1 (Homo …; 330,000 compounds, 0.01% hits; inhibition, % at 10 µM; AID 488839, 2010;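 active = highest replicate inhibition of at least 50% and at least 75% of replicates reaching 50%; inconclusive = only one of the two criteria met; inactive = both criteria failed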;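 note: plate controls were DMSO neutral control for no effect and GW8510 at 10 µM for full effect; many of its hits are not listed in these tables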
Target sequence (Q00535 whole entry, looked up): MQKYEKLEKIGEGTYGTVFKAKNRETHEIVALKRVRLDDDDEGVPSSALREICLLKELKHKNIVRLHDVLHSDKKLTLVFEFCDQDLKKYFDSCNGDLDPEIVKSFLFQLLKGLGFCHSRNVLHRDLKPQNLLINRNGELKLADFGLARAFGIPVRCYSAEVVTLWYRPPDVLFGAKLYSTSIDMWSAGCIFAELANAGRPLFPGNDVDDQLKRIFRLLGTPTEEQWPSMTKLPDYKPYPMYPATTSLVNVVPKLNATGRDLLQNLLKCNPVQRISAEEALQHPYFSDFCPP
Target sequence (Q15078 whole entry, looked up): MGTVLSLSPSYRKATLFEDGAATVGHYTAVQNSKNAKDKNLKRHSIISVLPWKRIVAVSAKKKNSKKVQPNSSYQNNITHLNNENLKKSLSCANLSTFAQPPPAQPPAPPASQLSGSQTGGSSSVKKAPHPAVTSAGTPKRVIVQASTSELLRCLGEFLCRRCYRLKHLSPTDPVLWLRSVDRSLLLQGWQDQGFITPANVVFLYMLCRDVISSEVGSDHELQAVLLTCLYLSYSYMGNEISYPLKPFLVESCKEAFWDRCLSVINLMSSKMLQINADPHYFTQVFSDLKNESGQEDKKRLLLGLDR
phage Ecoli inh: growth loss of phage-infected E. coli, primary screen, RecBCD inhibitor project, absorbance, with phage, HTS | inhibition, % at 11.9 µM | 360,000 compounds, 0.26% hits; in the data active = inhibition above about 11%
DAGLB inh: DAGLB lipase inhibitors, primary screen, biochemical, fluorescence, HTS. Diacylglycerol lipase-beta (Homo sapiens), Q8NCG7. 340,000 compounds, 0.059% hits. HEK293T DAGLB membrane lysate, EnzChek fluorogenic substrate. inhibition, % at 5.17 µM; in the data active = inhibition above about 34%;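 note: 0% = enzyme with vehicle and 100% = wells lacking enzyme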
HTR5A ag: HTR5A agonists in luminescence cell assay, primary screen, counter-screen for OPRM1-OPRD1 heterodimer agonist project, full-deck HTS; 340,000 compounds, 0.61% hits; cell-based; 5-hydroxytryptamine receptor 5A (Homo sapiens), P47898; activation, % at 9.3 µM; in the data active = activation mostly above about 9.5%, no sharp cut-off; inactive = mostly below about 7.6%;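 note: 0% = cells with vehicle only and 100% = reference agonist; strong numbers were not always called active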
Target sequence (P47898 whole entry, looked up): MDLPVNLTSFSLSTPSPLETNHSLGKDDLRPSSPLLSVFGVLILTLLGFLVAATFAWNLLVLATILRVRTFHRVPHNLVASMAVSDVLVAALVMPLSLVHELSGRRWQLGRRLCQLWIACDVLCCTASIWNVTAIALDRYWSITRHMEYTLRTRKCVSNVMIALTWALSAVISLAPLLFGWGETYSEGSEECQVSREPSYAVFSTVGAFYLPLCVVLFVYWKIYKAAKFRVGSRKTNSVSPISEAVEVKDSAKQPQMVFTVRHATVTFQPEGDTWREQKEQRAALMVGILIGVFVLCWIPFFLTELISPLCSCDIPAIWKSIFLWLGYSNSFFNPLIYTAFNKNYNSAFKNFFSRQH
AddAB inh: growth inhibition of E. coli expressing H. pylori AddAB, primary screen, AddAB inhibitor project, absorbance. 330,000 compounds, 0.29% hits. inhibition, % at 11.9 µM. AID 435030, 2010; in the data active = inhibition above about 12%;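 note: 0% = vehicle wells of infected cells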
PKA-R2B activ: activators of PKA-R2B holoenzyme, primary screen, biochemical, fluorescence polarization, Cy5-IP20, human; cAMP-dependent protein kinase catalytic subunit beta (Homo sapiens) + cAMP-dependent …; activation, % at 11.4 µM; PKA-R2B holoenzyme dissociation; R2B truncated from residue 108, S112A mutant; 0% DMSO only, 100% 113 µM cGMP; AID 504700, 2011; 340,000 compounds, 0.079% hits;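 active = activation above a cutoff set at the mean over all compounds plus 3 SD, cut at about 18% in these data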;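 note: higher means more holoenzyme dissociation and a rise in polarization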
SUMO Mot1 rescue: yeast Mot1-301 growth rescue at high temperature, primary screen, SUMOylation pathway inhibitor project, S. cerevisiae, ATP luminescence, 38.5C; S. cerevisiae Mot1-301 growth rescue; percent above DMSO median, 100 means doubled; growth rescue, % at 18.8 µM; 320,000 compounds, 1% hits; AID 2716, 2010;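 active = every valid replicate shows activation above 250% relative to neutral control wells; inactive = the rest, any valid replicate at or below 250%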;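 note: OY570 slx delta 5 strain wells were the positive control but not used for scaling; some compounds called inactive have numbers as strong as hits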
PKA-R1A act: activators of PKA-R1A holoenzyme, primary screen, biochemical, fluorescence polarization, Cy5-IP20, bovine R1A, mouse PKAc | cAMP-dependent protein kinase type I-alpha regulatory subunit (Bos taurus) + … | PKA-R1A dissociation; scaled: DMSO 0%, 113 µM cGMP 100% | activation, % at 11.4 µM | 340,000 compounds, 0.083% hits;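 active = percent activation above the mean of all tested compounds plus 3 SD, cut at about 19% in these data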;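 note: higher means more PKAc released from R1A so a rise in polarization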
HTR5A inv ctr: HTR5A inverse agonists in luminescence cell assay, primary screen, counter-screen for OPRM1-OPRD1 heterodimer inverse agonist project, full-deck HTS; 5-hydroxytryptamine receptor 5A (Homo sapiens), P47898; HTR5A cell line, inverse agonism; inhibition, % at 9.3 µM; 340,000 compounds, 0.083% hits; in the data active = inhibition mostly above about 23%, no sharp cut-off; inactive = mostly below about 18%;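 note: 0% = cells with DMSO and 100% = no-cell wells with DMSO; some compounds called inactive have numbers as strong as hits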
Active calls of the source: *; i = inactive; ? = inconclusive; · = no result given.

SMILES	E coli growth	Tat transport	CDK5 p35 inh	phage Ecoli inh	DAGLB inh	HTR5A ag	AddAB inh	PKA-R2B activ	SUMO Mot1 rescue	PKA-R1A act	HTR5A inv ctr
Cc1sc2nc(COC(=O)c3cccc(OC(F)F)c3)[nH]c(=O)c2c1C	0.1	-1	-2.1	0.5	0	0	1.3	4	33	6	-27
COc1ccc(CCC(=O)NNC(=O)Nc2ccc(C(C)=O)cc2)cc1	-1.0	-6	-0.8	-1.2	0	0	-2.2	1	-4	6	0
Cc1ccc(Cl)cc1NS(=O)(=O)c1cn(C)nc1C	-1.5	2	-2.3	0.6	1	1	0.7	8	-4	3	-2
CCOc1ccc(N2C(=O)CC(/C=C3/N(C)c4ccccc4C3(C)C)C2=O)cc1 (stereo not drawn)	0.3	2	-0.9	3.2	0	-4	1.9	-7	9	6	12
O=C(CSc1nnc2ccccn12)Nc1ccc2c(c1)OCCO2	-3.5	-3	-2.2	1.7	-1	1	1.0	3	0	-4	-4
Cc1ccc(NC(=O)CCC(=O)N/N=C/C=C/c2ccccc2)cc1	0.2	-10	-2.7	4.1	0	·	-1.7	-5	1	-10	·
COc1ccc(CNC(=O)C2CCN(S(=O)(=O)c3ccc(SC)cc3)CC2)cc1	-2.0	-3	-0.1	0.0	-2	-8	2.5	8	-5	7	-13
COc1cc(O)c2c(=O)c3c(OC)c(O)ccc3oc2c1	-1.5	-10	0.8	1.5	-2	1	2.1	-9	12	-12	9
CCOc1ccccc1-n1c(SCC(=O)N(CC)CC)nnc1-c1ccccn1	-0.9	7	-1.0	-0.1	-3	-1	-0.6	-12	-11	4	5
O=C(CC1CCCC1)NNC(=O)c1ccc(F)cc1	-1.4	-4	1.7	2.2	1	5	-0.9	1	90	-3	5
CCCc1cc(=O)[nH]c(SCCc2ccccc2)n1	1.2	-1	-0.3	0.5	-5	-3	0.3	9	22	-2	-16
Nc1nn2cc(-c3ccccc3)nc2c2ccccc12	-2.2	0	-2.9	2.3	1	3	2.9	-11	39	-5	-6
N#C/C(=C\c1ccc([N+](=O)[O-])cc1)C(=O)Nc1ccccc1O	0.3	-2	0.0	4.8	2	7	2.1	-3	-3	-4	-19
CCC1(CC)NC(=O)N(CC(=O)OCC(=O)c2ccccc2OC)C1=O	2.7	-4	1.2	0.5	1	-2	2.8	3	-20	-5	5
CC(C)C[C@H](NC(=O)c1nc[nH]c1C(=O)N[C@@H](CC(C)C)C(=O)OCc1ccccc1)C(=O)OCc1ccccc1	-0.2	-5	-0.2	0.3	-8	3	-0.9	-11	12	-12	-22
CCCc1nnc(NC(=O)CCC(=O)NC2CC2)s1	2.6	-4	-0.2	1.3	-3	-3	4.2	-2	-3	14	10
Cc1ccc(Oc2ccc(NC(=O)c3ccco3)cc2)cc1	-1.9	1	-0.3	4.3	-13	1	3.0	-12	23	1	-5
COc1cccc(Nc2nc(-c3sc(NC(=O)CC(C)C)nc3C)cs2)c1	0.8	3	-1.3	1.9	2	-1	1.6	-5	-1	2	19
Cc1ccc(SCc2cc(=O)[nH]c(N3CCN(Cc4ccccc4)CC3)n2)cc1	-2.0	-9	0.4	0.5	3	1	-0.9	-2	-9	7	20
N#C/C(=C\c1ccc(-c2ccc([N+](=O)[O-])cc2)o1)C(=O)Nc1nc(-c2cccs2)cs1	0.2	-2	3.9	2.3	5	0	0.0	0	-38	1	-4
CCc1ccc(C2CC(c3ccccc3Cl)Nc3nc(N)nn32)cc1 (stereo not drawn)	-1.2	4	1.1	0.1	6	-5	4.4	1	34	0	15
COc1ccc(C(=O)N/C(=C\c2ccc3c(c2)OCO3)C(=O)Nc2ccc(C(=O)O)cc2)cc1	3.0	-3	0.6	2.0	0	4	4.0	-6	-10	-3	-6
Cc1c(CCO)c(=O)[nH]n1S(=O)(=O)c1ccccc1	-1.1	-14	-0.6	5.1	0	0	-2.9	8	2	6	-12
CCOc1cc2c(cc1O)CCC1C2CCC2(C)C(O)CCC12 (stereo not drawn)	·	-4	0.0	1.4	0	3	·	-4	·	-4	-10
CCOc1cc(N2CCOCC2)c(OCC)cc1NC(=O)CN1CCCC1	-0.4	-5	-0.7	0.2	1	6	2.5	-13	-3	4	-6
SMILES	E coli growth	Tat transport	CDK5 p35 inh	phage Ecoli inh	DAGLB inh	HTR5A ag	AddAB inh	PKA-R2B activ	SUMO Mot1 rescue	PKA-R1A act	HTR5A inv ctr
CCC(Cc1ccccc1)NC(=O)CCc1ccccc1 (stereo not drawn)	-0.4	1	-0.4	4.0	0	0	2.3	-9	1	0	0
CC(C)C[C@H](NC(=O)N1CC(=O)Nc2ccccc21)C(=O)N1CCC(C(=O)O)CC1	-0.6	1	0.0	0.7	0	-1	5.8	0	-3	-4	-7
CCCC(C(=O)Nc1ccc(C)c(S(=O)(=O)N2CCOCC2)c1)c1ccccc1 (stereo not drawn)	-0.8	7	0.5	2.7	-1	-3	0.9	0	0	5	5
CC(C)C1Nc2c(O)cc(Cl)c([N+](=O)[O-])c2C2C=CCC21 (stereo not drawn)	·	-12	-1.0	7.2	31	-1	·	-4	·	-1	3
Cn1c(-c2ccco2)n[nH]c1=S	-1.9	0	0.7	2.4	1	-2	-0.7	-6	16	-3	9
Cc1cn(C)c(=O)n(C)c1=O	4.3	2	1.2	1.4	-1	3	2.7	17	274	-1	-3
O=C(CCC(=O)c1cccs1)NNC(=O)c1cc(Cl)ccc1Cl	0.2	-5	-0.5	0.4	0	-2	-1.1	-5	-16	-1	6
O=C(O)c1ccccc1-c1ccccc1C(=O)NCCCO	0.7	-1	2.3	2.7	-2	3	-0.1	-5	-14	-7	-25
CC(C)c1ccc(S(=O)(=O)N2CCC(C(=O)NCc3ccco3)CC2)cc1	·	-5	0.6	2.7	-4	-1	·	5	·	-4	10
Cc1c(OCC(=O)N2C[C@H]3C[C@@H](C2)c2cccc(=O)n2C3)ccc2c3c(c(=O)oc12)CCCC3	-2.2	7	2.6	-0.7	0	3	3.9	6	214	-4	19
CCc1c(O)nc(SCC(=O)Nc2ccccc2C)n(-c2ccc(C)cc2)c1=O	0.1	-7	·	2.7	-1	3	2.0	-2	14	-16	-35
O=C(COc1ccc(C2SCCS2)cc1)Nc1ccc(Cl)cc1	0.2	2	0.2	5.5	-3	2	0.1	2	6	-9	-1
c1csc(C2CCCN2c2nc3nonc3nc2NC2CC2)n1 (stereo not drawn)	-0.5	0	-1.7	4.1	3	2	2.8	2	-21	2	-6
COc1ccc(CN(C)C(=O)c2ccc(OCC(=O)N3CCOCC3)c(OC)c2)cc1	2.3	10	-0.5	0.5	-3	4	2.1	8	10	3	8
O=C(CSc1nc(O)cc(=O)n1-c1ccccc1)Nc1ccc2c3c(cccc13)CC2	-1.1	4	0.1	0.7	9	-4	-1.0	-10	10	8	10
COc1ccccc1OCCNC(=O)c1cccs1	2.5	7	-3.0	2.0	-1	-1	4.6	-14	17	-3	3
Cc1ccc(S(=O)(=O)N2CCc3ccccc3C2)cc1	3.0	-2	2.3	2.2	-5	1	0.8	-1	2	-4	-5
Cc1c(NC2=NC(C)(C)Cc3ccccc32)c(=O)n(-c2ccccc2)n1C	0.4	-3	0.5	1.0	2	6	-0.3	10	9	1	-16
Cc1cc(C)cc(N(CC(=O)NCc2ccccc2Cl)S(=O)(=O)c2c(C)[nH]c(=O)[nH]c2=O)c1	-4.3	10	-2.4	-0.8	8	7	1.1	4	3	2	5
O=C(NC1CCSc2ccccc21)c1ccc(F)cc1 (stereo not drawn)	2.2	1	-2.1	0.7	-4	6	0.3	-7	6	-1	8
CC(=O)Nc1ccc2nc(CN3CCN(Cc4ccc(F)cc4)C(CCO)C3)ccc2c1 (stereo not drawn)	-0.1	-9	-1.7	1.5	0	-2	0.3	-5	-29	-6	3
COc1ccc(S(N)(=O)=O)cc1C(=O)OCC(=O)N1CCCC(C)C1 (stereo not drawn)	0.9	2	0.0	-0.4	-4	-2	0.3	-7	-5	10	-1
O=S(=O)(CCS(=O)(=O)c1ccccc1)c1ccccc1	·	16	1.8	4.2	1	3	·	-9	·	-19	-12
N/C(=N\OC(=O)c1ccc(Cl)cc1)c1ccccn1	-2.4	7	6.2	2.6	-3	4	-0.5	9	85	-6	-10
CCN(CC)CCOc1ccc(C=NNc2nc3c([nH]2)c(=O)n(C)c(=O)n3C)cc1	·	11	-0.4	1.9	-3	-3	·	2	·	-8	12
SMILES	E coli growth	Tat transport	CDK5 p35 inh	phage Ecoli inh	DAGLB inh	HTR5A ag	AddAB inh	PKA-R2B activ	SUMO Mot1 rescue	PKA-R1A act	HTR5A inv ctr
CC1(c2ccccc2Cl)NC(=O)N(CC(=O)Nc2ccccc2OC(F)F)C1=O (stereo not drawn)	0.6	4	-2.4	0.7	0	-5	-0.1	8	i	-2	10
CC1(C)CC(=O)C2=C(C1)N(Cc1ccc(F)cc1)C(=O)C2(NC(=O)c1cccnc1)C(F)(F)F (stereo not drawn)	-1.4	9	-7.2	0.5	1	-6	-2.2	9	-5	4	14
CCc1cc(C)cc(OCCOc2ccccc2/C=N/NC(C)=O)c1	1.0	-3	-0.7	1.3	-5	-1	1.8	-4	-8	1	5
CCOC(=O)N1CCN(S(=O)(=O)c2ccc(C(=O)Nc3nc4c(s3)CC(C)CC4)cc2)CC1 (stereo not drawn)	2.2	-11	0.1	0.9	1	4	0.0	1	-9	-3	-16
CCOC(=O)N1CCN(CC(O)c2ccccc2)CC1 (stereo not drawn)	2.5	4	0.6	2.1	2	-2	2.9	-6	-2	-1	5
CCCCOc1ccc(Cn2c(=O)oc3ccccc32)cc1	·	-9	0.3	-1.9	-10	1	·	-2	-22	7	-5
CCOc1ccc(-n2c(SCC(=O)Nc3cc(C)on3)nc3c(c2=O)SCC3)cc1	0.1	30	0.8	2.0	-2	1	2.5	-13	-2	-5	-29
COC(=O)c1sccc1NC(=O)c1c(C)cc(=O)oc1C	2.6	-1	-1.3	2.0	0	7	-0.8	8	1	15	-11
O=C(Nc1cnc2ccccc2c1)c1ccncc1	-0.3	-4	-0.8	2.4	0	0	2.2	-9	-11	-13	1
CC1CCN(c2ccc(C(=O)NCc3ccco3)cc2[N+](=O)[O-])CC1	0.9	?	1.8	1.6	10	-2	1.8	-9	-8	4	3

Screens: PubChem BioAssay, several laboratories
